AI-2 QS mod: modulates the Vibrio harveyi AI-2 quorum sensing system. Vibrio harveyi JMH597 AI-2 luminescence/OD600 ratio, 9 h; stronger effect = lower value; strain lacks LuxN and CqsS sensors; 0 = neutral-control median. activity change, % at 7.5 µM. 300,000 compounds, 0.4% hits. AID 2094; in the data active = activity change below about -75%, passing the limit was not always enough;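 also: luminescence divided by OD600 gain over 9 h not by final OD600 alone; inactives centre near 13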
MrgX1 antag: human MrgX1 receptor antagonism, primary screen. 310,000 compounds, 1.3% hits. MRGX1-HEK293 calcium flux, Fluo-4, BAM8-22 antagonism; stronger effect = lower value. Q96LB2. B-score at 10 µM;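 active = calcium-response B-score plate-corrected more than 3 library SD below zero, starting fluorescence within 5 deviations, no agonist response on first addition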;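 also: peak minus trough fluorescence over baseline after final BAM8-22 challenge near maximal dose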
MrgX1 allo act: allosterically activates human MrgX1 receptor signaling | Q96LB2 | MrgX1-HEK293, Fluo-4 calcium flux, FDSS; stronger effect = higher value | B-score at 10 µM | 310,000 compounds, 0.63% hits | AID 588675;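 active = plate-corrected calcium response at least 3 library SD above typical, normal starting fluorescence, not activating the receptor alone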;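 also: compound read alongside a low EC10 to EC30 dose of BAM8-22 agonist; peak minus trough fluorescence over baseline measured at the second addition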
TRPC6 activator: activators of mouse TRPC6 channel. Q61143. HEK293-TRPC6 membrane potential dye fluorescence; stronger effect = higher value. B-score at 10 µM. 310,000 compounds, 0.13% hits;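 active = B-score of the integrated fluorescence ratio above library mean plus 3 SD, and starting fluorescence ratio within library mean plus 5 SD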;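 also: higher score means more depolarization so channel activation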
HIF act: HIF pathway transcriptional activation | activation, % at 7.5 µM (by protocol) | 300,000 compounds, 0.32% hits | U2OS HRE-luciferase reporter, luminescence; normalized: DMSO 0%, desferrioxamine 100%;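 active = mean activation of at least 10% of the iron chelator positive control signal, with at least half of replicates also reaching 10%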
TRPC6 inhibitor: blocks the mouse TRPC6 cation channel; Q61143; HEK293-TRPC6, membrane potential dye, ACh-evoked depolarization; stronger effect = lower value; B-score at 10 µM; 310,000 compounds, 1.1% hits;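 active = B-score under library mean minus 3 SD, initial fluorescence not abnormally high, positive integrated signal ratio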;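 also: B-score derived from integrated fluorescence ratio over the kinetic read; more negative B-score means stronger inhibition of depolarization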
TRPC4 agonist: TRPC4 (mouse) channel activation | Q9QUQ5 | 310,000 compounds, 0.49% hits | HEK293 TRPC4beta/mu-opioid, Fluo4 calcium fluorescence; stronger effect = higher value | B-score at 10 µM;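 active = B-score above 5 SD of library B-scores, and initial fluorescence ratio not above library mean plus 5 SD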;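 also: positive B-score marks a calcium rise read as TRPC4 activation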
Target sequence (Q9QUQ5 whole entry, looked up): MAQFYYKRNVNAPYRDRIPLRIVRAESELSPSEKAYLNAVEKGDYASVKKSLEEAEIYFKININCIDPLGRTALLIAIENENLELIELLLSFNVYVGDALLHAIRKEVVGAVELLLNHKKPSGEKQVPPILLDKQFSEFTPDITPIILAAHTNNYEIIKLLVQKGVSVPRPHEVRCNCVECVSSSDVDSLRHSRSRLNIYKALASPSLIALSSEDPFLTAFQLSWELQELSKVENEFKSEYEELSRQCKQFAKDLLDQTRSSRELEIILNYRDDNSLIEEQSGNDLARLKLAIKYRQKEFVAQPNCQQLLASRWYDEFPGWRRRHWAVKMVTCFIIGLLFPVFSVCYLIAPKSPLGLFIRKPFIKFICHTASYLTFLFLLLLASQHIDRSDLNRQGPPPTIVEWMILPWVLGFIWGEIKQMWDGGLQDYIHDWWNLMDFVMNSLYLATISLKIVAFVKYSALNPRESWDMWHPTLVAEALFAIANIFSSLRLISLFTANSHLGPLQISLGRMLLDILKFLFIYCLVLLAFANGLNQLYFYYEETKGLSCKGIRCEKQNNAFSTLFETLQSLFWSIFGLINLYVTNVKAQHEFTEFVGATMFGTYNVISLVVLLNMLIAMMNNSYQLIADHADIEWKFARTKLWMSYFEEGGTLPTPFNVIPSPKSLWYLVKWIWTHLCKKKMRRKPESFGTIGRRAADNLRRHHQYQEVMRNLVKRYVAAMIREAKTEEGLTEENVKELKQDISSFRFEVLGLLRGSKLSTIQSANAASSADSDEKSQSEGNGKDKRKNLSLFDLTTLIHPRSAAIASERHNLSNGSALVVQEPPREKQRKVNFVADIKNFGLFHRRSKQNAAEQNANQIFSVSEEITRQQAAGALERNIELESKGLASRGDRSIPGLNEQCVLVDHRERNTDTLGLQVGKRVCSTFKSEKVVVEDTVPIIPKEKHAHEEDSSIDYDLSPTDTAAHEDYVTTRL
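system = HEK293 cells stably co-expressing mouse TRPC4beta and mu-opioid receptor | schedule = Fluo4 dye loading 45 min at room temperature, 110 s recording | measure = B-scored integrated calcium fluorescence ratio | signal = Fluo4 calcium-sensitive dye fluorescence, kinetic, 1 Hz baseline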
PolyA inh: blocks polyadenylation in yeast reporter cells | S. cerevisiae SKY197-pL101 polyadenylation reporter, beta-gal luminescence; efflux-impaired pdr1/pdr3 knockout yeast; score 100 = 6 SD above DMSO | calls only at 12 µM | 300,000 compounds, 0.02% hits;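 active = lowest replicate activity score at least 50, where 100 means six control SD above control mean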;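 also: yeast exposed to compound for 9 h at 30 °C; higher score means more reporter readthrough which indicates perturbed polyadenylation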
TRPC4 PAM: allosteric potentiators of mouse TRPC4 channel | HEK293 TRPC4beta/mu-opioid, DAMGO EC20, Fluo-4 Ca2+ flux; stronger effect = higher value | B-score at 10 µM | 310,000 compounds, 0.42% hits | AID 2227;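 active = B-score of calcium response area above 5 SD of library B-scores, with initial fluorescence ratio within 5 SD of library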;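 also: B-score of integrated fluorescence ratio over time as area under calcium response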
MrgX1 ag: activates human MrgX1 receptor signaling; B-score at 10 µM; AID 588627; MrgX1-HEK293 cells, Fluo-4 calcium fluorescence, agonist mode; stronger effect = higher value; 310,000 compounds, 0.44% hits; Q96LB2;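 active = calcium response B-score plate-corrected fluorescence ratio at least 3 library SD, with starting fluorescence B-score inside 5 SD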
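Test system: HEK293 cells stably expressing human MrgX1 receptor; Input: fifteen thousand cells per well; Dosing: compound delivered in addition one of three; Schedule: overnight seeding, then 1 h dark dye loading; Technique: Fluo-4 NW calcium fluorescence; Measure: B-scored fluorescence response ratio; Controls: positive and negative controls per plate.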
TRPC4 block: inhibitors of mouse TRPC4 channel | AID 2247 | HEK293 TRPC4beta/mu-opioid, DAMGO-evoked Fluo4 calcium flux; stronger effect = lower value | 300,000 compounds, 0.39% hits | B-score at 10 µM;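 active = B-score over 3 SD under the library average, no early fluorescence shift, positive overall ratio signal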
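Assay system – HEK293 line stably carrying TRPC4beta and mu-opioid receptor · Doses – single dose · Detection – Fluo4 calcium-dye fluorescence, kinetic read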
An asterisk follows results filed as active; i = inactive; / = not tested or not shown. This is a subset, so the mix of outcomes need not match the whole.

Sequence of screens: AI-2 QS mod | MrgX1 antag | MrgX1 allo act | TRPC6 activator | HIF act | TRPC6 inhibitor | TRPC4 agonist | PolyA inh | TRPC4 PAM | MrgX1 ag | TRPC4 block
CCc1ccc(C2CC(c3cccc(OC)c3)n3nc(N)nc3N2)cc1 (stereo not drawn)
    9 | i | i | i | -0.4 | i | i | i | i | i | i
CCOC(=O)C(C)Oc1ncnc2cccc(F)c12 (stereo not drawn)
    2 | i | i | i | -0.1 | i | i | i | i | i | i
COC(=O)C1=C(C)N(CCCC(=O)O)C(=O)NC1c1cccc(OC)c1 (stereo not drawn)
    16 | i | i | i | 0.2 | i | i | i | i | i | i
Cc1onc(-c2c(Cl)cccc2Cl)c1COC(=O)c1ccc(Cl)cc1
    14 | i | i | i | -0.3 | i | i | i | i | i | i
CCOc1cc(/C=C\[N+](=O)[O-])ccc1OCC(=O)N1CCOCC1
    6 | i | i | i | 1.8 | i | i | i | i | i | i
Cc1ccccc1CN1C(=O)/C(=C\c2ccc(C(=O)NCCN3CCOCC3)cc2)Sc2ccccc21
    -7 | i | i | i | 0.0 | i | i | i | i | i | i
Cc1ccc(OCn2c(=O)sc3ccccc32)cc1
    28 | i | i | i | 2.0 | i | i | i | i | i | i
CCc1ccc(OC)c(S(=O)(=O)Nc2ccccc2C)c1
    17 | i | i | i | / | i | i | i | i | i | i
C(=N\Nc1nccc(-c2cccnc2)n1)/c1ccccc1
    / | i | i | i | 2.7 | i | i | i | i | i | i
NC(=O)C1CCN(CCC(=O)Nc2ccc3c(c2)CCC3)CC1
    21 | i | i | i | 0.4 | i | i | i | i | i | i
COc1cccc(NC(=O)Cc2ccccc2)c1
    -38 | i | i | i | 1.1 | i | i | i | i | i | i
COc1ccc(N2CCN(S(=O)(=O)CCNC(=O)C34CC5CC(CC(C5)C3)C4)CC2)cc1
    36 | i | i | i | -0.5 | i | i | i | i | i | i
Cc1ccc2c(CC(=O)OCC(=O)Nc3ccc(Cl)cn3)coc2c1
    27 | i | i | i | -0.4 | i | i | i | i | i | i
CC(C)c1nc2oc3c(NCCO)ncnc3c2c2c1COC(C)(C)C2
    8 | i | i | i | -0.1 | i | i | i | i | i | i
O=C(NCc1ccco1)C(Cc1ccccc1)N1C(=O)C2C3C=CC(C3)C2C1=O (stereo not drawn)
    26 | i | i | i | / | i | i | / | i | i | i
Cc1cccc(N(C(=O)Cc2cccs2)C(C(=O)NCc2ccco2)c2ccncc2)c1 (stereo not drawn)
    7 | i | i | i | 0.1 | i | i | i | i | i | i
COc1ccc(/C=C/C(=O)Oc2cc(C)[nH]c(=O)c2[N+](=O)[O-])cc1OC
    23 | i | i | i | -0.5 | i | i | i | i | i | i
O=C(CSc1nc2[nH]ncc2c(=O)[nH]1)Nc1nccs1
    13 | i | i | i | 0.1 | i | i | i | i | i | i
COc1ccc(OC)c(S(=O)(=O)n2ccc(C)n2)c1
    / | i | i | i | 0.2 | i | i | i | i | i | i
CC/C(=N\NC(=O)Nc1ccccc1)c1ccccc1
    22 | i | i | i | 0.5 | i | i | i | i | i | i
CN1CCN(c2ccc([N+](=O)[O-])cc2C(=O)Nc2ccccc2)CC1
    0 | i | i | i | 0.8 | -5.3* | i | i | i | i | i
COc1ccc(C(C(=O)NC2CCCC2)N(CC2CCCO2)C(=O)Cc2cccs2)cc1OC (stereo not drawn)
    14 | i | i | i | -0.6 | i | i | i | i | i | i
C=CCn1c(SCC#N)nc2ccccc2c1=O
    24 | i | i | i | -0.3 | i | i | i | i | i | i
O=C(Nc1cccc(F)c1)c1ccc(S(=O)(=O)N2CCCC2)cc1
    -6 | i | i | i | 0.2 | i | i | i | i | i | i
COC(=O)c1ccc(C(=O)N2CCCC(Nc3ccc(C(C)C)cc3)C2)cc1 (stereo not drawn)
    25 | i | i | i | -0.1 | i | i | i | i | i | i
O=C(CCCCl)OCc1cn(-c2ccc(Cl)cc2)nn1
    8 | i | i | i | 0.8 | i | i | i | i | i | i
COc1ccccc1NC(=O)CSc1nnnn1C1CCCC1
    8 | / | / | i | 0.5 | i | i | i | i | / | i
Cc1nnc(SCC(=O)N(C)C2CCS(=O)(=O)C2)n1Cc1ccccc1 (stereo not drawn)
    10 | i | i | i | -0.4 | i | i | i | i | i | i
CCOc1ccc2nc(N(CCN(CC)CC)C(=O)c3ccc([N+](=O)[O-])cc3)sc2c1
    21 | i | i | i | 0.5 | i | i | i | i | i | i
COc1ccc(S(=O)(=O)CC(=O)c2cc3cc(Br)ccc3oc2=O)cc1
    15 | i | i | i | 0.1 | i | i | i | i | 70* | i
CCc1cccc2c(C(=O)COC(=O)c3c(C)noc3C)c[nH]c12
    26 | i | i | i | 0.0 | i | i | i | i | i | i
COC(=O)c1ccc(NC(=O)c2cc3sccc3n2C)cc1
    -12 | i | i | i | 1.7 | i | i | i | i | i | i
COc1ccc(OCc2cc(C(=O)N3CCCCCC3)no2)c(Cl)c1
    38 | i | i | i | 1.7 | i | i | i | i | i | i
COc1ccc2[nH]c(=O)c(CN(C(=O)c3ccco3)C(C)C)cc2c1
    11 | i | i | i | -0.1 | i | i | i | i | i | i
CCOc1cccc(C(=O)Nc2ccccc2N2CCN(C(=O)C(C)C)CC2)c1
    18 | i | i | i | -0.8 | i | i | i | i | i | i
Cc1cc(NC(=O)CSc2nc(C(C)C)nc3sc4c(c23)CCC(C)C4)no1 (stereo not drawn)
    26 | i | i | i | -0.1 | i | i | i | i | i | i
COc1cc(CC(=O)Nc2nc(-c3ccccc3)c(C(C)=O)s2)cc(OC)c1OC
    19 | i | i | i | 0.4 | i | i | i | i | i | i
COc1ccc(OC(=O)c2cccnc2)cc1
    13 | i | i | i | -0.6 | i | i | i | i | i | i
O=C(O)C1CCN(C(=O)c2ccco2)CC1
    30 | i | i | i | -0.5 | i | i | i | i | i | i
CCN(Cc1ccccc1)C(=O)CN1C(=O)NC(CC)(c2ccc(F)cc2)C1=O (stereo not drawn)
    25 | i | i | i | -15 | i | i | i | i | i | i
Cc1nc(-c2ccccc2)nc2[nH]c(-c3ccccc3)cc(=O)c12
    22 | i | i | i | -0.5 | i | i | i | i | i | i
CCC(=O)Oc1ccc(C(=O)Nc2ccc3c(c2)C(=O)N(C2CCCCC2)C3=O)cc1
    19 | i | i | i | -0.3 | i | i | i | i | i | i
CCCCCCC(=O)N/N=C1\CCCc2ccccc21
    18 | i | i | i | 0.3 | i | i | i | i | i | i
Cn1c2c(c3ccccc31)CC/C2=N\O
    34 | i | i | i | 2.1 | i | i | i | i | i | i
CCS(=O)(=O)N1CCN(C2CCC(c3ccccc3)CC2)CC1 (stereo not drawn)
    17 | i | i | i | -0.4 | i | i | i | i | i | i
O=C(CCl)Nc1ccccc1Sc1ccccc1
    2 | i | i | i | -2.5 | i | i | i | i | i | i
O=C(Oc1c(CN2CCOCC2)cc(Cl)c2cccnc12)c1cccs1
    42 | i | i | i | 0.2 | i | i | i | i | i | i
COc1cccc(NC(=O)CC(=O)c2ccccc2)c1
    -22 | i | i | i | 2.7 | i | i | i | i | i | i
CCCC(c1nnnn1C(C)(C)C)N1CCN(c2ccccc2)CC1 (stereo not drawn)
    14 | i | i | i | -0.5 | i | i | i | i | i | i
CCN(CC)S(=O)(=O)c1ccc(C(=O)Nc2ccc(OCC(=O)N3CCOCC3)cc2)cc1
    -4 | i | i | i | -0.3 | i | i | i | i | i | i
CCCC(C)C(=O)Nc1ccc(S(N)(=O)=O)cc1 (stereo not drawn)
    3 | i | i | i | -0.3 | i | i | i | i | i | i
Cc1cccc(NC(=O)C(=O)NNC(=O)c2ccc(C(C)(C)C)cc2)c1
    12 | i | i | i | 1.3 | i | i | i | i | i | i
Cc1ccc(CSCCNC(=O)CN(c2ccc(F)cc2)S(C)(=O)=O)cc1
    30 | i | i | i | -24 | i | i | i | i | i | i
Cn1c(=O)[nH]c(=O)c2c1nc(NCCO)n2CCOc1ccccc1
    12 | i | i | i | -0.3 | i | i | i | i | i | i
O=C(NCCSCc1c(F)cccc1Cl)Nc1ccccc1
    4 | i | i | i | 2.2 | i | i | i | i | i | i
COc1cc2c(cc1NC(=O)c1cc(-c3ccccn3)nc3ccccc13)oc1ccccc12
    14 | i | i | i | -0.3 | i | i | i | i | i | i
COC(=O)c1cn(NC(=O)/C=C/c2cccc(OC)c2OC)c(=O)c2ccccc12
    17 | i | i | i | / | i | i | i | i | i | i
Clc1ccc(C2=Nn3c(nnc3-c3cc(-c4ccccc4)n[nH]3)SC2)cc1
    9 | i | i | i | 0.1 | i | i | i | i | i | i
N#Cc1ccc(OCc2nnc(SCC(=O)c3ccccc3)n2-c2ccccc2)cc1
    20 | i | i | i | -0.5 | i | i | i | i | i | i
O=C(NCc1ccccc1)C1=C[C@H](c2ccc3c(c2)OCO3)C[C@H](OCc2ccc(CO)cc2)O1
    25 | i | i | i | -0.6 | i | 211* | i | i | i | -6*

Next section:
Sequence of screens: AI-2 QS mod | MrgX1 antag | MrgX1 allo act | TRPC6 activator | HIF act | TRPC6 inhibitor | TRPC4 agonist | PolyA inh | TRPC4 PAM | MrgX1 ag | TRPC4 block
c1ccc(N2CCN(c3c4c(nc5ncnn35)CCC4)CC2)cc1
    21 | i | i | i | -0.2 | i | i | i | i | i | i
Cc1nc2ccc(NC(=S)N3CCOCC3)cc2nc1C
    19 | i | i | i | 0.3 | i | i | i | i | i | i
O=S1(=O)c2ccccc2Nc2ccccc21
    24 | i | i | i | -17 | i | i | i | i | i | i
CSc1cccc(NC(=O)C2CCN(S(=O)(=O)c3ccc4c(c3)NC(=O)CO4)CC2)c1
    11 | i | i | i | -0.1 | i | i | i | i | i | i
CCCCc1nnc(NC(=O)c2oc3ccc(OC)cc3c2C)s1
    4 | i | i | i | 0.1 | i | i | i | i | i | i
C=C1SC(=Nc2ccccc2Cl)N(C(=O)c2sc3ccccc3c2Cl)C1(C)C
    23 | i | i | i | 3.3 | i | i | i | i | i | i
N=c1n(CCO)c2ccccc2n1CCOc1ccc(Cl)cc1Cl
    61 | i | i | i | -0.4 | i | i | i | i | i | i
O=C(NNc1ncnc2c1cnn2-c1ccc(F)cc1)c1cccs1
    44 | i | i | i | 0.4 | i | i | i | i | i | i
COc1ccc(S(=O)(=O)Nc2cccc(F)c2C)cc1C(=O)N1CCOCC1
    11 | i | i | i | 0.1 | i | i | i | i | i | i

Screens deposited in PubChem BioAssay by several laboratories.
